Screening data deposited in PubChem BioAssay by National Center for Advancing Translational Sciences (NCATS).
A549 viability: kills or reduces viability of A549 cells in Nrf2 counter-screen; A549 ARE-Fluc cells, CellTiter-Fluor viability, 18-24 h; Potency, µM (highest dose often 46 µM), for inactives: at the top dose activity change, negative = cytotoxicity, actives largely listed as inhibitors; actives 0.16% (n = 390,000); AID 504648; note: potency is the fitted concentration of half-maximal effect; % is set by controls: 0 for no effect and ±100 for the full control effect
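Cytotoxicity counterscreen: CellTiter-Fluor fluorescence was measured in A549 ARE_Fluc cells after 18-24 h of compound exposure in a concentration series. The subsequent BugLite luminescent read reports ARE-luciferase activity.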
TGFb inhibitor: inhibitors of TGF-b signaling | Potency, µM (doses to about 46.1 µM), for inactives: top-dose activity, negative = inhibition, actives largely listed as inhibitors | actives 1.2% (n = 410,000) | HepG2 CAGA-GFP TGF-b/SMAD3 reporter, GFP fluorescence, 18 h; TGF-beta stimulated, 500 pg/mL final; note: potency is the fitted concentration of half-maximal effect; % is set by controls: 0 for no effect and ±100 for the full control effect; nearly all actives have a fitted effect of over 65% in size
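Smad-responsive CAGA-GFP expression was quantified in HEPG2 cells exposed to compounds and 500 pg/mL final TGF-beta for 18 h at 37 degrees C; unstimulated wells defined full inhibition.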
IL1B secr inh: blocks inflammasome-driven IL-1 beta release; THP-1 LPS/ATP IL-1B secretion, AlphaLISA, 16 h; hits give low values; activity change, % at 57.5 µM; actives 4.7% (n = 360,000); in the data active = activity change below about -50%; inconclusive = mostly about -30% to -49%; note: % is set by controls: 0 for no effect and ±100 for the full control effect
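THP-1 cells pretreated 1 hr with compounds (up to 57.5 uM final), then stimulated with LPS (250 ng/mL final) plus ATP (1.25 mM final); secreted IL-1B measured by AlphaLISA after 16 hr, decreased signal indicating inhibition.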
HepG2 tox: HepG2 cytotoxicity, counter-screen for TGF-b inhibitors | Potency, µM (highest dose often 46.1 µM), without a hit: at the highest dose activity change, negative = cytotoxicity, most hits filed as cytotoxic | HepG2 CAGA-GFP viability, ATP luminescence, 18 h | actives 0.76% (n = 410,000) | AID 588856; note: potency is the fitted concentration of half-maximal effect; some results filed as inactive show a strong effect at the top dose
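CellTiter-Glo luminescence gave cytotoxicity after 18 hours at 37 degrees C. The cells were HepG2 CAGA-GFP in 1% FBS DMEM, stimulated with 500 pg/mL TGF-beta after compound addition. %Activity was normalised to no-cell wells (complete cell-killing) and DMSO (no toxicity), and curves were fitted and classified.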
Nrf2 activator: activates Nrf2 signaling | AREc32 ARE-luciferase reporter (MCF7-derived line), luminescence, 24 h | Potency, µM (highest dose often 46.1 µM), for inactives: at the highest dose activation, actives largely listed as activators | actives 0.31% (n = 410,000) | AID 624171; note: potency is the fitted concentration of half-maximal effect; % of control where 0% means no effect; nearly all actives have a fitted effect of over 65% in size
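AREc32_Fluc, 1000 cells/well, OPTI-MEM + 5% FBS, o/n 37 deg C 5% CO2; 23 nL cpd by pin tool, 24 hr; Steady-Glo 30 min RT, luminescence.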
ATXN2 expr inh: ATXN2 expression inhibition | Potency, µM (titrated, usually from 57 µM), for the others: top-dose activity change, negative = inhibition, hits mostly inhibitors | actives 0.72% (n = 360,000) | HEK-293 ATXN2-luciferase reporter, luminescence, 24 h; note: potency is the fitted concentration of half-maximal effect; % is set by controls: 0 for no effect and ±100 for the full control effect; nearly all actives have a fitted effect of over 55% in size
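qHTS (up to 57 uM final) was run with 24 h compound exposure of reporter cells at 37 °C. Each well was multiplexed: SteadyGlo luminescence measured ATXN2-luciferase expression after a fluorogenic Gly-Phe-AFC viability readout (25 uM final).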
S2 tox: viability counter-screen for ATXN expression inhibitors; Potency, µM (highest dose often 56.7 µM), most hits filed as cytotoxic; S2 cells (HEK-293 line with an ATXN2-luciferase reporter) viability, CellTiter-Fluor protease fluorescence, 24 h; actives 0.49% (n = 400,000); note: potency is the fitted concentration of half-maximal effect; nearly all actives have a fitted effect of over 40% in size
Nrf2 inh: inhibitors of Nrf2 signaling | Potency, µM (doses to about 46 µM), for inactives: at the highest dose activity change, negative = inhibition, usual class: inhibitors | AID 504444 | actives 2.1% (n = 360,000) | A549 ARE-Fluc reporter, luciferase luminescence, 18-24 h; note: potency is the fitted concentration of half-maximal effect; % is set by controls: 0 for no effect and ±100 for the full control effect; nearly all actives have a fitted effect of over 60% in size
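Nrf2 function is reported as luminescence of an ARE-controlled luciferase in A549 cells. Compounds were tested at several concentrations, and a CellTiter-Fluor read on the same wells flagged cytotoxicity.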
MCF10A rereplic: DNA re-replication induction in MCF 10a cells; Potency, µM (titrated, usually from 46.1 µM), for inactives: at the highest dose activity, positive = re-replication, usual class: activators; MCF 10A DNA re-replication, Hoechst nuclear intensity, 48 h; actives 2.9% (n = 350,000); note: potency is the fitted concentration of half-maximal effect; % of control where 0% means no effect; nearly all actives have a fitted effect of over 50% in size
* marks the source's active call; other numbers are inactive results; [ ] = remark or other dose. Unless noted, calls come from the whole dose curve; as a rule, active = well fitted curve in the direction sought with a large enough effect; inconclusive = small, poorly fitted or top-dose-only effect, or another doubt; inactive = no such curve, though single readings can be large; an effect the other way counts as inactive or inconclusive.

Screening C=CCn1c(SCC(=O)Nc2ccccc2)nc2scc(-c3cccs3)c2c1=O returned A549 viability 6%, TGFb inhibitor 0%, IL1B secr inh -9, HepG2 tox -14%, Nrf2 activator -0.2%, ATXN2 expr inh -10%, S2 tox inactive, Nrf2 inh -8% and MCF10A rereplic -27%.
`CCN(CC)C(=O)CSc1ncnc2sc(-c3ccccc3)cc12` gave A549 viability -30%, TGFb inhibitor 0%, IL1B secr inh 0, HepG2 tox -34%, Nrf2 activator 4.9%, Nrf2 inh inconclusive and MCF10A rereplic inconclusive.
For Nc1nonc1C(=O)N/N=C\c1cc2c(cc1Cl)OCO2 the results were A549 viability 3%, TGFb inhibitor -3%, IL1B secr inh -8, HepG2 tox -24%, Nrf2 activator 2.1%, ATXN2 expr inh 14%, S2 tox inactive, Nrf2 inh 28% and MCF10A rereplic 0%.
Screening O=Cc1c(Cl)nc2ccccn2c1=O returned A549 viability 1%, TGFb inhibitor inconclusive, IL1B secr inh -99*, HepG2 tox 0.56µM*, Nrf2 activator inconclusive, ATXN2 expr inh 18%, S2 tox inactive, Nrf2 inh inconclusive and MCF10A rereplic 26µM*.
Screening COc1ccc(C(=O)NCc2ccc3c(c2)OCO3)c(OC)c1 returned A549 viability -2%, TGFb inhibitor 7%, IL1B secr inh -6, HepG2 tox -7%, Nrf2 activator -0.5%, ATXN2 expr inh 5%, S2 tox inactive, Nrf2 inh 0% and MCF10A rereplic inconclusive.
Screening CC(=O)Nc1ccc(S(=O)(=O)NCC(=O)OCC(=O)N2CC(C)OC(C)C2)cc1 (stereo unspecified) returned A549 viability -5%, TGFb inhibitor 17%, IL1B secr inh -5, HepG2 tox 1%, Nrf2 activator 2.2%, ATXN2 expr inh 1%, S2 tox inactive, Nrf2 inh -6% and MCF10A rereplic -2%.
CCc1ccc2c(CN3CCN(Cc4ccccc4)CC3)cc(=O)oc2c1 was read as A549 viability 0%, TGFb inhibitor 6%, IL1B secr inh -61*, HepG2 tox -9%, Nrf2 activator 5.1%, ATXN2 expr inh -21%, S2 tox inactive, Nrf2 inh 1% and MCF10A rereplic 16%.
`COc1ccc(-c2csc(NC(=O)C3CCN(c4ncnc5sc(C)c(C)c45)CC3)n2)cc1OC` gave A549 viability -15%, TGFb inhibitor -24%, IL1B secr inh 64, HepG2 tox -9%, Nrf2 activator 3.3%, ATXN2 expr inh 7.9µM*, S2 tox inactive, Nrf2 inh 4.1µM* and MCF10A rereplic inconclusive.
Screening O=c1[nH]c(=O)n(Cc2ccco2)c2c1C(C(F)(F)F)(C(F)(F)F)N=C(CCc1ccccc1)N2 returned A549 viability -21%, TGFb inhibitor -26%, IL1B secr inh inconclusive, HepG2 tox -25%, Nrf2 activator -0.5%, ATXN2 expr inh 0%, S2 tox inconclusive, Nrf2 inh inconclusive and MCF10A rereplic inconclusive.
O=CN(Cc1nc2ccccc2[nH]1)c1ccc(C(=O)O)cc1 was read as A549 viability -9%, TGFb inhibitor 14%, IL1B secr inh 3, HepG2 tox 13%, Nrf2 activator 3.5%, ATXN2 expr inh 1%, S2 tox inactive, Nrf2 inh 0% and MCF10A rereplic -7%.
For Cc1ccc(S(=O)(=O)NC(=O)Nc2ccccc2)cc1 the results were A549 viability 7%, TGFb inhibitor -3%, IL1B secr inh 5, HepG2 tox 0%, Nrf2 activator 0.0%, ATXN2 expr inh -20%, S2 tox inactive, Nrf2 inh 17% and MCF10A rereplic -42%[inhibitor].
For Cc1onc(-c2c(F)cccc2Cl)c1C(=O)OCC(=O)N(C)c1ccccc1 the results were TGFb inhibitor -16%, IL1B secr inh 31, HepG2 tox -20%, Nrf2 activator 9.0% and S2 tox inactive.
`O=C(O)C1=C[C@H](c2csc3ccccc23)C[C@H](OCCCCO)O1` gave A549 viability 3%, TGFb inhibitor 17%, IL1B secr inh 7, HepG2 tox 9%, Nrf2 activator 3.7%, ATXN2 expr inh 12%, S2 tox inactive, Nrf2 inh 0% and MCF10A rereplic -44%.
For COc1ccc(OCc2ccc(/C=N\NC(=O)c3sccc3C)o2)cc1 the results were A549 viability -1%, TGFb inhibitor -2%, IL1B secr inh -21, HepG2 tox -10%, Nrf2 activator 0.3%, ATXN2 expr inh 1%, S2 tox inactive, Nrf2 inh inconclusive and MCF10A rereplic 1%.
`COc1ccc(C(=O)Nc2ccc(C)cn2)cc1S(=O)(=O)N1CCCc2ccccc21` gave A549 viability 0%, TGFb inhibitor inconclusive, IL1B secr inh -6, HepG2 tox -20%, Nrf2 activator -0.1%, ATXN2 expr inh -19%, S2 tox inactive, Nrf2 inh -34% and MCF10A rereplic 18%.
Cc1ccc(N2CC(C(=O)Nc3ccc(S(=O)(=O)Nc4nccs4)cc3)CC2=O)cc1 (stereo unspecified) was read as A549 viability 1%, TGFb inhibitor 12%, IL1B secr inh -10, HepG2 tox 10%, Nrf2 activator -0.1%, ATXN2 expr inh 4%, S2 tox inactive, Nrf2 inh -24% and MCF10A rereplic -1%.
For Cc1nnc(C)n1/N=C/c1cccn1C the results were A549 viability 0%, TGFb inhibitor 0%, IL1B secr inh -1, HepG2 tox -1%, Nrf2 activator 0.1%, ATXN2 expr inh -4%, S2 tox inactive, Nrf2 inh 4% and MCF10A rereplic 1%.
Screening CC(C)n1cnc2c(NCc3ccc(S(N)(=O)=O)cc3)nc(NCc3ccc(S(N)(=O)=O)cc3)nc21 returned A549 viability -2%, TGFb inhibitor -10%, IL1B secr inh 19, HepG2 tox -6%, Nrf2 activator -0.2%, ATXN2 expr inh 0%, S2 tox inactive, Nrf2 inh 0% and MCF10A rereplic -4%.
c1ccc(OCc2nn3c(Cn4nnc5ccccc54)nnc3s2)cc1 was read as A549 viability -8%, TGFb inhibitor -19%, IL1B secr inh -5, HepG2 tox -10%, Nrf2 activator 0.3%, ATXN2 expr inh -3%, S2 tox inactive, Nrf2 inh 3% and MCF10A rereplic -1%.
`Cc1ccc(NC(=O)C2CCN(C(=O)c3ccc(Cl)cc3)CC2)nc1` gave A549 viability -7%, TGFb inhibitor -8%, IL1B secr inh -6, HepG2 tox -14%, Nrf2 activator 0.1%, ATXN2 expr inh -2%, S2 tox inactive, Nrf2 inh inconclusive and MCF10A rereplic 7%.
CC(/C=N\N1CCN(Cc2ccc(C)cc2)CC1)=C\c1ccccc1 was read as A549 viability 7%, TGFb inhibitor -7%, IL1B secr inh 11, HepG2 tox -11%, Nrf2 activator -0.7%, ATXN2 expr inh -12%, S2 tox inactive, Nrf2 inh -11% and MCF10A rereplic inconclusive.
For Cc1oc(-c2ccccc2)cc1C(=O)Nc1cccc(C(=O)O)c1 the results were A549 viability 3%, TGFb inhibitor 4%, IL1B secr inh 25, HepG2 tox -18%, Nrf2 activator 2.7%, ATXN2 expr inh 21%, S2 tox inactive, Nrf2 inh 7% and MCF10A rereplic inconclusive.
COC(=O)c1c(-c2cccc3ccccc23)csc1NC(=O)Cc1ccc(OC)c(OC)c1 was read as A549 viability inconclusive, TGFb inhibitor -9%, IL1B secr inh inconclusive, HepG2 tox 7%, Nrf2 activator 0.0%, ATXN2 expr inh -19%, S2 tox inactive and MCF10A rereplic inconclusive.
N#Cc1cc2c(nc1SCC(=O)Nc1sc3c(c1C#N)CCC3)CCC2 was read as A549 viability -10%, TGFb inhibitor 2%, IL1B secr inh -28, HepG2 tox -4%, Nrf2 activator 1.7%, ATXN2 expr inh 5%, S2 tox inconclusive, Nrf2 inh 13% and MCF10A rereplic inconclusive.
Screening CC(=O)Nc1ccc(S(=O)(=O)N2CCN(C34CC5CC(CC(C5)C3)C4)CC2)cc1 returned A549 viability -6%, TGFb inhibitor -10%, IL1B secr inh 5, HepG2 tox -1%, Nrf2 activator -0.2%, ATXN2 expr inh -7%, S2 tox inactive, Nrf2 inh 13% and MCF10A rereplic -5%.
`CC(NC(=O)Cc1ccc(S(=O)(=O)N2CCCCC2)cc1)c1ccccc1` (stereo unspecified) gave A549 viability -1%, TGFb inhibitor 1%, IL1B secr inh 28, HepG2 tox -10%, Nrf2 activator 4.9%, ATXN2 expr inh 0%, S2 tox inactive, Nrf2 inh -11% and MCF10A rereplic 6%.
O=C(c1ccc(F)cc1)c1ccc(CN2C(=O)c3ccccc3C2=O)o1 was read as A549 viability -1%, TGFb inhibitor 13%, IL1B secr inh 5, HepG2 tox 7%, Nrf2 activator 0.1%, ATXN2 expr inh -32%[11.3 µM], S2 tox inactive, Nrf2 inh 4% and MCF10A rereplic -7%.
Screening COc1cccc(CN2CCN(C(=O)c3ccco3)CC2)c1OC returned A549 viability 0%, TGFb inhibitor -20%, IL1B secr inh 13, HepG2 tox 0%, Nrf2 activator 0.3%, ATXN2 expr inh 2%, S2 tox inactive, Nrf2 inh 19% and MCF10A rereplic inconclusive.
Screening CCCN(CCC)CC(O)Cn1cc(/C=C/C(=O)c2ccc(OC)cc2)c2ccccc21 (stereo unspecified) returned A549 viability inconclusive, HepG2 tox -101%, Nrf2 activator 13% and Nrf2 inh 4%.

3 entries already listed, ordered by number of heavy atoms, smallest number first:
For Cc1nnc(C)n1/N=C/c1cccn1C the results were A549 viability 0%, TGFb inhibitor 0%, IL1B secr inh -1, HepG2 tox -1%, Nrf2 activator 0.1%, ATXN2 expr inh -4%, S2 tox inactive, Nrf2 inh 4% and MCF10A rereplic 1%.
`O=C(O)C1=C[C@H](c2csc3ccccc23)C[C@H](OCCCCO)O1` gave A549 viability 3%, TGFb inhibitor 17%, IL1B secr inh 7, HepG2 tox 9%, Nrf2 activator 3.7%, ATXN2 expr inh 12%, S2 tox inactive, Nrf2 inh 0% and MCF10A rereplic -44%.
CC(/C=N\N1CCN(Cc2ccc(C)cc2)CC1)=C\c1ccccc1 was read as A549 viability 7%, TGFb inhibitor -7%, IL1B secr inh 11, HepG2 tox -11%, Nrf2 activator -0.7%, ATXN2 expr inh -12%, S2 tox inactive, Nrf2 inh -11% and MCF10A rereplic inconclusive.
